# TRHR enhancer: TRH receptor (human) allosteric enhancement; P34981; TRHR cells, fluo-8 calcium fluorescence, EC20 TRH enhancement; enhancement, % at 2 µM; hit rate 0.66% among 360,000; in the data active means enhancement above about 30%; further: 0% is about no effect
#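 TRHR-expressing cells loaded with fluo-8 calcium dye were read kinetically (ex 480/em 530) during compound addition, then stimulated with an EC20 of TRH (10 nM final). Enhancement of the Gq-mediated intracellular calcium response was scored.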
# TRHR ag: activates the human TRH receptor; P34981; TRHR cells, calcium flux fluo-8, FDSS agonist mode; activation, % at 2 µM; hit rate 0.18% among 360,000; AID 493084; further: 0% is about no effect
#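 TRHR-expressing cells loaded with fluo-8 calcium dye; 23 nL library compound pin-transferred, kinetic FDSS fluorescence (Ex 480/Em 530) recorded about 180 s for agonist-induced calcium release, before a 10 nM TRH EC20 addition for potentiator mode.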
# D2 PAM: positive allosteric modulators of human D2 dopamine receptor | HEK293 T-REx D2, calcium flux, EC20 dopamine potentiation | potentiation, % at 10 µM | hit rate 0.34% among 340,000;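 active means potentiation over 3 SD above the plate norm, cut at about 30% in these data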; further: 0% is about no effect
#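 Calcium flux readout, no-wash dye, 1 read/s. Inducible HEK293 Trex D2 line, overnight 30 C. Compound alone 180 s (agonist flags), then EC20 dopamine, another 180 s to score potentiation.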
# D1 agonist: agonists of human D1 dopamine receptor; HEK293 T-REx D1 cells, calcium flux, agonist mode; activation, % at 2 µM; hit rate 1% among 360,000; AID 504660; further: 0% is about no effect
#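 Tetracycline-induced HEK293 TREx D1 cells, force-coupled to calcium signalling, were dye-loaded with a no-wash calcium kit. Compound was pin-added after a 10 s baseline. Fluorescence was read kinetically at 1 cycle/s for 180 s, with calcium rises flagged as agonism.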
# RXFP1 antagonist: antagonists of human relaxin receptor RXFP1. Q9HBX9. HEK293-RXFP1, relaxin-stimulated cAMP HTRF, 30 min; active compounds read low. hit rate 0.59% among 350,000. activity change, negative = inhibition, % at 57.5 µM;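 active means activity change of -60% or lower, but not beyond a set lower limit; inconclusive means change between -60% and -40%, or beyond the set limit; inactive means change above -40%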; further: on the % scale 0 is the no-effect control and ±100 the full control effect
# Target sequence (Q9HBX9 whole entry, looked up): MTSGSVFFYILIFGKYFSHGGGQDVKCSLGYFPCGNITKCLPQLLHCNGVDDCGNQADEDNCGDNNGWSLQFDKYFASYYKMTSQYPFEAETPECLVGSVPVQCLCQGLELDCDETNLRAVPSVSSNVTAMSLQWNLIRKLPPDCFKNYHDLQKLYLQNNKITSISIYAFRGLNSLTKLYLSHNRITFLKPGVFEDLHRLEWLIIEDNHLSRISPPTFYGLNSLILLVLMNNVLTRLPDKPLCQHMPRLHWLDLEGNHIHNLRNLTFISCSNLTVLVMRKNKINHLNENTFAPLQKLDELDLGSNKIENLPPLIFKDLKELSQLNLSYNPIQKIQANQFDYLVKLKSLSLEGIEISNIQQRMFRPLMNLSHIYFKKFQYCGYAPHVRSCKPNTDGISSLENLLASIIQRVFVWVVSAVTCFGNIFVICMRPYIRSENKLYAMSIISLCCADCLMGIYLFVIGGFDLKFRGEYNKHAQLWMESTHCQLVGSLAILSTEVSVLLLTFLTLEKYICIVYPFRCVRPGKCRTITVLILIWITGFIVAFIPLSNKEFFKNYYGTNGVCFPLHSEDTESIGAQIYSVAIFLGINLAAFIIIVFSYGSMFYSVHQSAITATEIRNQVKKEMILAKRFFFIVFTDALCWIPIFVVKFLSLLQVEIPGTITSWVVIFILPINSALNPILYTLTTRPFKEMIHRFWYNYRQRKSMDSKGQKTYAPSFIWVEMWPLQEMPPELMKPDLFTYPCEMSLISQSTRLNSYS
# D2 antag: antagonists of human D2 dopamine receptor. P14416. inhibition, % at 10 µM. AID 485344. hit rate 2% among 340,000. HEK293 TREx D2 cells, calcium flux, dopamine EC80; in the data active means inhibition above about 30%; further: 0% is about no effect
#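 Antagonism is scored as inhibition of an EC80 dopamine-evoked calcium signal in a force-coupled, tetracycline-inducible HEK293 T-REx D2 line, with compound present 180 s before agonist.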
# D1 potentiator: enhances dopamine response at the human D1 receptor; potentiation, % at 10 µM; HEK293 TREx D1 cells, calcium flux, dopamine EC20 potentiation; P21728; hit rate 0.036% among 360,000; in the data active means potentiation above about 30%; further: 0% is about no effect
# D2 ag: activates the human D2 dopamine receptor; P14416; HEK293 T-REx D2 cells, calcium flux agonist mode; activation, % at 2 µM; hit rate 0.53% among 340,000;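 active means activation over 3 SD above normal in the single-dose calcium agonist read, cut at about 30% in these data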; further: 0% is about no effect
#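 HEK293 Trex D2 cells, tetracycline-induced, o/n 30 C 5% CO2; no-wash Ca dye, RT 30–90 min; 10-cycle baseline, 23 nl cpd added, kinetic Ca read 180 s; agonist hits = positive Ca response.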
# D1 antagonist: antagonists of human D1 dopamine receptor | activity change, negative = inhibition, % at 10 µM | AID 504652 | HEK293 TREx D1 cells, calcium flux, dopamine EC80; active compounds read low | hit rate 3.2% among 360,000; in the data active means activity change below about -30%; further: on the % scale 0 is the no-effect control and ±100 the full control effect
#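 Calcium flux readout: force-coupled, inducible Hek293 Trex D1 line, cells induced overnight at 30 C with tetracycline, dye-loaded 30–90 min at RT. Antagonism scored against EC80 dopamine challenge given 180 s after compound.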
# The depositor's hits bear a star; u = inconclusive; x = not tested or not shown; & = joins results of further samples. Unless noted, no stated cut-off is given here; in the data, active means activation above about 30%; inactive means the rest.
canonical_smiles,TRHR enhancer,TRHR ag,D2 PAM,D1 agonist,RXFP1 antagonist,D2 antag,D1 potentiator,D2 ag,D1 antagonist
Cc1nc2c(C(=O)NCc3ccccc3Cl)c[nH]n2c(=O)c1Cl,1,-0.3,-3,0,-6,-16,2,-1.0,-9
CCOC(=O)C1CCN(c2c(NCCC(C)C)c(=O)c2=O)CC1,4,0.4,5,2,-5,-13,-6,-1.4,-6
Cc1ccccc1C(=O)Nc1ccc2nc(Nc3cccc(C(F)(F)F)c3)cc(C)c2c1,-3,0.7,4,2,x,x,-2,x,-24
CCOc1ccc(-c2cc(C(=O)NCCCN3CCN(CC)CC3)c3ccccc3n2)cc1,-3,0.2,2,-1,-17,-1,-1,0.8,-1
Cc1cc(C)cc(NC(=O)C(OC(=O)c2cc[n+]([O-])cc2)c2ccccc2)c1 (stereo not drawn),1,-1.3,-1,5,-4,8,-8,0.9,-7
COC(=O)CSc1nnc(CNC(=O)c2cc(OC)c(OC)c(OC)c2)n1C,0,0.4,0,0,-6,-10,2,0.6,-20
Cc1ccc(-c2nnc(Oc3ccc(NC(=O)c4ccccc4)cc3)c3ccccc23)cc1,8,0.2,5,5,8,5,-4,-0.7,-4
CCN1CCN(CCNC(=O)c2ccc(CS(=O)(=O)c3ccccc3C)o2)CC1,10,1.6,12,3,3,-9,8,0.7,13
COC(=O)C1CCN(C(=O)NC2CCCCC2)CC1,9,-0.1,-9,1,-21,-8,-3,-0.7,-1
C#CCOc1ccc2c(C)cc(=O)oc2c1,14,0.4,-8,-1,x,13,4,0.7,6
COc1cc(Br)cc2cc(C(=O)NCC3CCCO3)c(=O)oc12 (stereo not drawn),4,0.1,9,2,-13,6,7,0.3,1
Cc1cc(NC(=O)COC(=O)COc2ccc(Cl)cc2C)c([N+](=O)[O-])cc1C,-4,0.5,0,5,-1,-3,0,1.9,0
O=C(Nc1ccc(Cl)cn1)c1ccc2[nH]c(=O)c(=O)[nH]c2c1,0,0.1,7,1,3,6,-2,0.3,-30*
COc1cccc(NC(=O)Cn2c(=O)n(-c3ccc(Cl)cc3)c(=O)c3oc4ccccc4c32)c1,-1,0.8,-2,4,-1,x,-6,1.9,0
CC#CCN(Cc1ccco1)C(=O)C1CCC(=O)N(Cc2ccccc2F)C1 (stereo not drawn),2,-0.2,-11,1,2,0,-2,0.3,-6
CSc1nc2nc(-c3cccc(C(F)(F)F)c3)ccn2n1,1,-0.1,3,2,-5,8,-2,-0.2,2
CCc1ccc(C(=O)c2cn(CC(=O)Nc3cc(C)ccc3C)c3nc(C)ccc3c2=O)cc1,1,-0.4,15,2,1,x,-2,-0.1,-8
Fc1ccc(-c2nnc3ccccn23)cc1,-1,-0.4,-8,2,-8,-10,2,3.9,3
COc1ccc(OC)c(-n2c(Cn3c(-c4ccccn4)nc4ccccc43)n[nH]c2=S)c1,4,1.1,x,3,0,x,-1,x,4
Cc1ccc(OC(=O)c2cc(-c3ccc4c(c3)OCCO4)on2)cc1C,1,1.4,-2,5,x,x,-1,1.8,-7
CCCCn1c(N)c(N(CC(C)C)C(=O)c2c(CC)noc2C)c(=O)[nH]c1=O,16,-1.1,15,-1,4,8,3,-1.0,2
O=C(CNC(=O)c1ccc(Cl)cc1)NCCCn1ccnc1,11,-1.2,8,0,-11,-45,-5,1.2,-6
O=S(=O)(c1cccs1)N1CCc2ccccc21,0,-0.1,-1,4,10,-10,-2,0.1,1
CN1C(=O)C(C)(C)c2cc(S(=O)(=O)NCC3CCC(C(=O)NCc4ccccc4)CC3)ccc21 (stereo not drawn),7,-0.7,-7,0,x,13,-1,-0.7,1
CCn1c(Cc2ccccc2)nnc1SCC(=O)Nc1nccs1,0,-0.7,1,6,21,-3,-3,-0.5,-6
Cc1c(C(=O)c2ccc(Cl)c(Cl)c2)cnc2cc3c(cc12)OCO3,-5,0.0,3,3,6,-25,1,0.4,2
COc1ccc(/C=N/Nc2cc(C)nc3c(C)cccc23)cc1,-1,0.4,-8,5,-28,-3,-5,-1.0,-3
CN(C)c1ccc(/C=C(/NC(=O)c2ccccc2)C(=O)NCCN2CCOCC2)cc1,-4,1.5,7,3,2,0,1,1.4,6
Cc1nnc(SC(C)C(=O)Nc2ccc3ccccc3c2)[nH]c1=O (stereo not drawn),-2,0.3,x,0,2,-8,0,-3.1,-1
C=CCN(CC=C)Cc1nc(N)nc(Nc2ccccc2C)n1,0,-0.7,2,3,2,0,-3,2.7,-4
COCc1nnc(NC(=O)c2cc(OC)c(OC)cc2[N+](=O)[O-])s1,0,0.3,0,1,10,-1,-2,0.2,-4
O=C(NC1CCOC1)c1cc(COc2cccc(C(F)(F)F)c2)on1 (stereo not drawn),0,-0.1,-5,5,24,-12,-4,-0.8,-5
Cc1nc2c(c(C)nn2-c2ccccc2)c(C)c1CCC(=O)NCCc1ccccc1,3,-0.1,6,2,-7,x,-4,0.4,10
O=C(NCC(c1ccco1)S(=O)(=O)c1cccs1)c1ccccc1F (stereo not drawn),1,0.1,-1,0,1,x,0,-0.1,x
Cc1cc(C)cc(NC(=O)CCc2c(C)nc3nc(CNC(=O)c4cccc(F)c4)nn3c2C)c1,-7,-0.1,-10,2,2,x,2,0.5,-15
CCC(CC)C(=O)Nc1nnc(S(=O)(=O)N2CCCCCC2)s1,-8&0,2.5&-0.1,-13&3,7&1,-13,32*,5&0,0.0&1.0,0&0
CCOc1ccc(C(=O)c2cn(Cc3ccccc3)c3c(F)cc(F)cc3c2=O)cc1,33*,-0.6,x,6,-11,x,-2,x,-28
Cc1cc(C)nc(SCc2ccc(C(=O)N/N=C/c3ccncc3)cc2)n1,-5,-0.7,0,6,-35,0,2,-0.4,-9
CCOC(=O)c1ccc(Oc2c(C)oc3c(CN4CCN(C)CC4)c(O)ccc3c2=O)cc1,-2,0.1,-4,7,12,-12,-5,0.2,-11
Cc1cc(CN2CCN(c3cccc(C)c3C)CC2)cs1,6,0.0,-26,13,u,x,-8,-0.9,12
CC(C)OC(=O)c1cccnc1SCc1cc(=O)n2ccccc2n1,3,-0.4,14,3,3,2,3,-0.4,-10
CCOc1ccccc1NC(=O)C(OC(=O)c1ccc(O)cc1)c1ccccc1 (stereo not drawn),-1,1.3,-9,7,-13,x,-6,x,-23
COc1ccc2c(=O)c(C(=O)NCc3ccccc3)c[nH]c2c1,-8,0.7,-14,2,-8,14,2,1.2,-20
O=C(c1ccccc1)c1cccc[n+]1[O-],-8,0.6,-5,2,0,-2,6,-1.1,-2
COC(=O)c1cc(S(=O)(=O)N2CCN(c3cccc(C)c3)C(C)C2)cn1C (stereo not drawn),-1,-0.1,2,5,x,x,-3,-0.6,-11
O=C(NCC1CCCO1)NC1CCCCC1 (stereo not drawn),-2,0.5,7,2,-3,0,14,0.6,-6
FC(F)(F)c1cc(-c2ccco2)nc(N2CCOCC2)n1,-5,0.5,5,2,-21,-29,-2,-0.1,5
CC(C)C[C@H](NC(=O)N1CC(=O)Nc2ccccc21)C(=O)N1CCC[C@H]1C(=O)O,-1,0.3,0,-1,x,10,-1,1.2,-2
COc1ccc2c(c1)c1c(c(=O)n(-c3cccc(C)c3)c(=O)n1CC(=O)NCC1CCCO1)n2C (stereo not drawn),1,-0.3,-4,-1,x,x,-2,0.0,-10
COC(=O)C(O)(CC(=O)Nc1ccc(OC)cc1)C(F)(F)F (stereo not drawn),2,0.3,2,2,4,x,17,0.0,4
CC1CCN(C(=O)CCNS(=O)(=O)c2ccc(Cl)cc2)CC1,14,-0.7,1,1,-13,-2,0,-0.2,7
COc1ccc(C(=O)NCCC(=O)NCc2cc(=O)n(C)c(=O)n2C)cc1,3,1.0,-8,1,-10,-4,-4,0.6,-51*
CCOC(=O)c1cnn(-c2nc(SC)nc3sc4c(c23)CCC4)c1N,0,0.3,-9,1,-11,5,6,-0.3,7
COc1cccc(CNC(=O)c2cc3c(C)nc4ccccc4c3o2)c1,5,-0.3,0,2,-6,-12,-2,0.3,4
CCCn1c(SCC(=O)Nc2nnc(C)s2)nnc1C1CC1,-2,-0.8,-6,5,1,6,-10,-0.4,-30
CCCCOC(=O)c1ccc(-c2ccc(/C=N/NC(=S)NCC)o2)cc1,2,0.8,-5,3,-2,1,0,0.3,2
O=C(CSc1nc(O)cc(=O)n1C1CCCC1)Nc1cccc(Cl)c1Cl,-4,0.1,1,7,-24,3,13,0.6,10
CCOC(=O)c1cc(S(=O)(=O)NC2CCN(C(=O)OCC)CC2)cn1C,3,-0.6,-1,2,-1,-1,0,0.6,7
CCOC(=O)c1ccc(NC(=S)N2CCN(C)CC2)cc1,-5,0.5,-3,7,0,1,0,0.0,-6
Cc1cccc2nc(C(=O)Nc3cccc(C(=O)NC4CC4)c3)cn12,7,0.3,1,-1,6,1,-1,0.3,1

# Results in TRHR ag, for 3 of the compounds above:
compound	TRHR ag
CCOc1ccccc1NC(=O)C(OC(=O)c1ccc(O)cc1)c1ccccc1 (stereo not drawn)	1.3
COc1ccc2c(=O)c(C(=O)NCc3ccccc3)c[nH]c2c1	0.7
O=C(c1ccccc1)c1cccc[n+]1[O-]	0.6

# More entries
canonical_smiles,TRHR enhancer,TRHR ag,D2 PAM,D1 agonist,RXFP1 antagonist,D2 antag,D1 potentiator,D2 ag,D1 antagonist
O=[N+]([O-])c1cc(-c2nc(-c3ccccc3)no2)ccc1NCc1ccco1,2,0.4,3,4,x,x,-2,0.3,-10
COc1ccc(Nc2ncnc3c2cnn3C)c(OC)c1,-3,-0.6,-10,-3,6,x,-1,-0.1,-4
CCN(CC)C(=O)Cn1cnc2sc(C(=O)N3CCN(c4ccc(F)cc4)CC3)c(C)c2c1=O,5,-0.3,x,1,5,-17,-2,-0.2,11
CCOc1ccc(NC(=O)CSc2ncc3c(n2)-c2ccccc2N(Cc2ccccc2C)S3(=O)=O)cc1,-3,0.3,-7,7,6,x,-3,x,1
Cc1c(C)n(C)c2ccc(C(=O)NCCN3CCOCC3)cc12,0,0.0,15,-1,-5,7,-5,0.4,-4
CCCCN(C(=O)CSc1ncn[nH]1)c1c(N)n(Cc2ccccc2)c(=O)[nH]c1=O,-5,0.5,6,5,-12,30,-10,0.7,4
CCOC(=O)C1CCN(C(=O)c2oc3ccc(S(=O)(=O)N4CC(C)CC(C)C4)cc3c2C)CC1 (stereo not drawn),-4,0.6,6,0,-5,2,-7,-0.9,-1

# High-throughput results deposited in PubChem BioAssay by National Center for Advancing Translational Sciences (NCATS).

# Hits appear at their usual frequency (roughly 7.3% active in at least one column).
